GPR55 beta-arrestin – selective activators of receptor GPR55 – imaging, U2OS cells, beta-arrestin-GFP redistribution, primary screen (AID 1961) | one-dose activation, % at 10 µM; EC50 in µM for titrated hits | 290,000 tested, 0.048% active | U2OS GPR55 beta-arrestin-GFP redistribution imaging; higher % means a stronger effect;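 active = activation above 40% with more than 50 cells counted in the well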;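 also: U2OS osteosarcoma cells stably expressing GPR55 and beta-arrestin-GFP; plate controls were DMSO negative control for no effect and LPI positive control for full effect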
NOD1 NF-kB reporter – NOD1 signaling inhibitors, primary screen, cell-based, luminescence, uHTS (AID 1578) | 290,000 tested, 1% active | inhibition, % at 4 µM, or EC50 in µM where a hit was titrated | NOD1-driven NF-kB luciferase reporter cells, luminescence; higher % means a stronger effect; in the data active = inhibition mostly above about 36%, no sharp cut-off; inactive = mostly below about 34%;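 also: HEK-293T reporter cells stimulated with the NOD1 agonist gamma-tri-DAP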
GPR35 antagonists – GPR35 antagonists blocking zaprinast-driven arrestin recruitment, primary screen, imaging, U2OS, beta-arrestin-GFP, zaprinast agonist (AID 2058). U2OS GPR35 beta-arrestin-GFP translocation imaging, zaprinast antagonism; higher % means a stronger effect. inhibition, % at 10 µM, or IC50 in µM where a hit was titrated. 290,000 tested, 0.052% active;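 active = inhibition of at least 50% with at least 30 cells and total cytoplasm GFP at most 10,000,000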
K1F lysis inhibition – inhibition of K1F phage lysis, E. coli UTI89, bacterial capsule biogenesis inhibitors, alamar blue (AID 488966); inhibition, % at 100 µM, or IC50 in µM where a hit was titrated; 340,000 tested, 0.02% active; E. coli UTI89 K1F phage lysis, alamar blue, 2 h; higher % means a stronger effect;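 active = phage lysis inhibition, versus mean bacterial control, above a set limit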;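 also: capsule biogenesis inhibitors block K1F phage lysis so surviving cells raise fluorescence; higher fluorescence means more inhibition of phage lysis; actives were called in the ten point dose series up to 300 µM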
GPR55 antagonists – inhibition of LPI-stimulated GPR55 beta-arrestin translocation – imaging, U2OS, beta-arrestin-GFP, LPI agonist, primary screen (AID 2013); U2OS GPR55 beta-arrestin-GFP translocation imaging, LPI antagonism; higher % means a stronger effect; one-dose inhibition, % at 10 µM; IC50 in µM for titrated hits; 290,000 tested, 0.13% active;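 active = spots per cell inhibited over 60%, with over 100 cells counted and total cytoplasm intensity under 500,000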;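 also: U2OS cells stably carrying GPR55 and arrestin-GFP stimulated by 5 µM LPI near EC80; imaged beta-arrestin-GFP aggregate spots per cell after agonist stimulation; plate controls were LPI-stimulated DMSO wells for no effect and DMSO wells without LPI for full effect; some results filed as inactive read as strong as hits; confirmed hits need IC50 under 10 µM and bright autofluorescent wells are also inconclusive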
MgcRacGAP inhibition – MgcRacGAP GTPase-activating activity inhibitors, confirmation, biochemical, ADP Hunter fluorescence. MgcRacGAP-stimulated Rac1 GTP hydrolysis, ADP Hunter fluorescence; higher % means a stronger effect; GST-tagged Rac1 F28L mutant substrate. inhibition, % at 30 µM; hits with a dose series show IC50 in µM. 340,000 tested, 0.6% active;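 active = first-screen hits whose inhibition reached a set limit at any dose in the follow-up dose series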;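 also: fluorescence reports GDP produced by GAP-driven GTP hydrolysis; strong numbers were not always called active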
NTR1 agonist – agonists of NTR1, primary screen, imaging, U2OS cells, beta-arrestin-GFP, high content (AID 493036); 330,000 tested, 0.17% active; P30989; activation, % at 20 µM; NTR1-U2OS beta-arrestin-GFP spot imaging, agonist mode;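 active = activation at or above 40% of the spot to cytoplasm intensity ratio, with at least 20 cells analyzed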;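 also: 0% = DMSO without peptide and 100% = 100 nM NTR1 peptide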
Target sequence (P30989 whole entry, looked up): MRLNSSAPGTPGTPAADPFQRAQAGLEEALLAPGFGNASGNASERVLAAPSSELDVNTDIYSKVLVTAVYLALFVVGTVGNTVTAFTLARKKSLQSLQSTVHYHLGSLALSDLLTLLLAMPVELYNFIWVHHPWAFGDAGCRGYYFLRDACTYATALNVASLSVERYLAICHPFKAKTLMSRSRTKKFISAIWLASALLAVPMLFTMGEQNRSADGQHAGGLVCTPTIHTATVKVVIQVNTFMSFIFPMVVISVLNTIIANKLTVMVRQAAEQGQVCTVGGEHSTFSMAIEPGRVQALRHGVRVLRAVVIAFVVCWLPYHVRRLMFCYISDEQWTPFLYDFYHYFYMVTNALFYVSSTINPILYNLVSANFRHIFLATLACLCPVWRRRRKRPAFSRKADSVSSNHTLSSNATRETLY
KOR beta-arrestin-1 – kappa opioid receptor activators – cell-based, luminescence, uHTS, primary screen (AID 1777). KOR beta-arrestin recruitment, luminescence; higher % means a stronger effect. activation, % at 10 µM; hits with a dose series show EC50 in µM. 280,000 tested, 0.02% active; in the data active = activation above about 50%, passing the limit was not always enough; also: a part of the inactive calls stands beside numbers as strong as those of hits
KOR beta-arrestin-2 – KOR antagonists, beta-arrestin recruitment, cell-based, luminescence, uHTS (AID 1778) | inhibition, % at 10 µM, or IC50 in µM where a hit was titrated | KOR beta-arrestin recruitment, luminescence, antagonist mode; higher % means a stronger effect | 290,000 tested, 0.091% active; in the data active = inhibition above about 50%; also: strong numbers were not always called active
NTR1 agonist cell count 20 µM – recorded beside NTR1 agonist, whose call it bears; cell count; measured here: cell count, cytotoxicity flag
* hit, by the source's call; i = inactive; · = no result given; [ ] = dose if it differs, or a comment. A portion of the library (hit frequency here may not be typical).

SMILES	GPR55 beta-arrestin	NOD1 NF-kB reporter	GPR35 antagonists	K1F lysis inhibition	GPR55 antagonists	MgcRacGAP inhibition	NTR1 agonist	NTR1 agonist cell count 20 µM	KOR beta-arrestin-1	KOR beta-arrestin-2
COc1ccc(-c2cn3cccnc3n2)cc1NC(=O)CC(C)C	-0.1%	-8%	4%	-0.6%	6%	12%	0.9	80	1.7%	24%
O=C(c1ccc(OC2CCN(C/C=C/c3ccccc3)CC2)cc1)N1CCCC1	-0.1%	12%	-4%	1.9%[50 µM]	30%	4%	-0.1	43	3.7%	-41%
CC(=O)N1CCC(N(CCN2CCOCC2)C(=S)Nc2ccccc2C)CC1	-0.2%	-9%	6%	4.4%	13%	7%	2.2	46	1.2%	24%
CC(=O)CSc1ncnc2c1oc1ccccc12	0.3%	-20%	5%	3.8%	-8%	3%	0.9	33	-3.3%	12%
CC(C)n1c(C(F)(F)F)nc2cc(C(=O)N3CCOCC3)ccc21	-0.1%	-12%	-6%	0.1%	5%	·	-0.3	56	0.8%	-32%
COc1ccc(OC)c2[nH]c(C(=O)N/N=C/c3ccccc3O)cc12	-0.1%	-6%	-2%	0.2%	-14%	8%	6.0	75	-2.8%	-49%
Cc1cccc(CCNC(=O)CNS(=O)(=O)c2ccc3nc(C)sc3c2)c1	0.0%	12%	15%	0.1%	-3%	10%	-1.9	48	-7.6%	-3%
CC(=O)N1CCN(c2ccc(NC(=O)c3ccc(Cl)c(Cl)c3)cc2)CC1	0.2%	-24%	-13%	0.0%	0%	6%	1.0	45	-0.2%	16%
CCc1ccc(OCC(=O)Nc2ccc(N3CCN(C(=O)c4ccccc4)CC3)cc2)cc1	-0.2%	-5%	-18%	1.0%[50 µM]	14%	5%	1.8	46	-0.9%	-14%
CCn1cc(C(=O)OCC(=O)Nc2cccc(C)c2)c(=O)c2ccc(C)nc21	-0.1%	22%	-13%	1.4%	-8%	4%	1.2	44	2.3%	-21%
CS(=O)(=O)Nc1ccc(-c2cn3c(n2)SCC3)cc1	-0.1%	-22%	6%	0.2%	8%	11%	-0.9	46	-1.7%	8%
Clc1ccc(-c2noc(COc3ccccc3)n2)cc1	0.2%	-47%	-21%	0.2%	0%	15%	6.7	69	0.2%	6%
CC(C)n1c(COc2ccccc2)nc2ccccc21	-0.2%	-42%	-1%	-2.0%	1%	-6%	1.9	49	-3.6%	-14%
COC(=O)c1cccc(S(=O)(=O)N2CCOCC2)c1	-0.1%	-12%	-4%	0.0%	-1%	7%	-2.2	86	-2.5%	23%
COC(=O)CNC(c1ccccc1)c1cc(Br)ccc1NS(=O)(=O)c1ccccc1 (stereo not drawn)	0.6%	-15%	3%	0.9%[50 µM]	18%	3%	10	80	7.1%	-30%
COc1cccc(-n2c(SCC(=O)NC(C)(C)C)nnc2-c2ccoc2C)c1	-1.0%	9%	6%	1.1%	-5%	7%	-1.4	62	3.4%	45%
O=S(=O)(c1cnc(Cl)c(Cl)c1)N1CCCc2ccccc21	-0.4%	44%	33%	0.5%	6%	1%	5.3	69	3.8%	-28%
CC(C)N=C1NN=C(c2cccs2)CS1	0.8%	-24%	4%	-0.1%	14%	10%	0.0	52	-3.6%	16%
Cc1nn(C(C)C(=O)N2CCCCC2)c(=O)c2c1sc1ccccc12 (stereo not drawn)	0.9%	29%	9%	0.4%	-10%	17%	0.6	38	7.2%	8%
Cc1ccc(N=C(NO)c2nonc2N)c(C)c1	0.4%	-18%	-14%	1.8%	0%	-9%	-2.4	49	-1.6%	16%
C[C@@H](C(=O)NCC1CC1)[C@@H]1C[C@@]1(C)[C@@H](NC(=O)OCc1ccccc1)c1ccccc1	-0.2%	56%	-14%	0.1%	5%	5%	2.5	87	-0.6%	-2%
O=C(CC12CC3CC(CC(Br)(C3)C1)C2)Nc1cccc(S(=O)(=O)NC2=NCCC2)c1	-0.3%	-8%	-2%	-0.7%	6%	-9%	1.2	75	3.4%	-2%
Cc1ccc(-c2csc3nc(SCC(=O)Nc4ccc(Cl)c(C(=O)O)c4)[nH]c(=O)c23)cc1	-0.2%	26%	-3%	-0.5%	-2%	-27%	-1.0	59	15%	-24%
Cc1cc(OC(F)F)ccc1NC(=S)NCCc1ccccc1	-0.1%	10%	-14%	-0.4%[50 µM]	4%	6%	3.8	59	5.7%	-21%
CCc1cccc(NC(=O)C2CCCN2C(=O)Nc2ccc(C)cc2)c1 (stereo not drawn)	1.0%	1%	3%	0.2%	-22%	6%	-0.8	48	-0.2%	-15%
O=C(CN1CCCCC1)Nc1c2c(nc3ccccc13)N(c1ccccc1)CC2	0.2%	-65%	2%	-0.8%	9%	21%	3.1	54	-0.6%	-34%
COc1ccccc1C(=O)Nc1ccc(CN2CCCCC2)cc1	-0.1%	23%	5%	-2.0%	-6%	6%	-3.3	80	-0.6%	2%
CN(C)CCCN1C(=O)C(=O)/C(=C(/O)c2ccccc2)C1c1ccccn1 (stereo not drawn)	0.2%	-14%	5%	·	4%	·	·	·	14%	6%
COc1ccc2c(CC(=O)N3CCN(S(=O)(=O)c4cccs4)CC3)coc2c1	-0.1%	13%	14%	0.2%	-3%	5%	-1.6	102	0.6%	-25%
CCOCCCNC(=O)C1(O)c2ccccc2NC(=O)N1c1ccc(Cl)c(Cl)c1 (stereo not drawn)	-0.2%	-20%	-2%	0.0%	8%	7%	0.4	40	-0.1%	15%
CC(CN1C(C)CCCC1C)OC(=O)c1ccccc1F (stereo not drawn)	-0.2%	-7%	-13%	-0.2%[50 µM]	4%	6%	0.2	83	-0.6%	3%
Cc1c(C(=O)O)sc2[nH]c(=O)n(Cc3ccccc3)c(=O)c12	0.6%	-11%	-1%	0.0%	21%	9%	1.4	61	2.3%	-15%
COC(=O)C(C)n1cnc2c(nnn2-c2ccc(C)cc2)c1=O (stereo not drawn)	0.7%	-22%	0%	2.8%	0%	2%	0.8	95	-5.0%	-31%[20 µM]
O=C(CN1CCCCC1)N=Nc1c(O)[nH]c2ccccc12	-0.3%	-24%	-8%	1.4%	15%	9%	-1.1	25	2.6%	-13%
COc1ccc(CC(=O)Nc2cc(S(=O)(=O)N3CCCCC3)ccc2C)cc1OC	0.5%	39%	-15%	-0.6%	0%	-14%	3.4	36	4.6%	7%
CC(=O)Nc1ccc2c(c1)CCCC2	-0.3%	-6%	-2%	-0.6%	-4%	2%	0.4	46	1.6%	-2%
COC(=O)CN1C(=O)COc2ccc(Cl)cc21	-0.3%	-28%	2%	0.0%	6%	2%	1.3	70	-0.9%	-15%
C=CCn1c(SCN2C(=O)c3ccccc3C2=O)nc2ccc(Cl)cc2c1=O	-0.1%	53%	-23%	-0.1%	-13%	-9%	5.5	46	7.0%	-17%
Cc1ccc(C)c(CNC(=O)Nc2ccccc2)c1	-0.2%	-78%	-7%	0.8%	2%	4%	-0.1	49	0.7%	-31%
Cc1cc([N+](=O)[O-])nn1CC(=O)N1CCc2ccccc2C1	0.0%	4%	2%	0.1%	2%	9%	-0.3	51	2.3%	-17%
Cn1c(-c2ccco2)n[nH]c1=S	-0.5%	-40%	6%	0.4%	-4%	20%	2.5	50	-2.9%	-1%
O=C(CN1CCCCCCC1)N/N=C/c1ccccc1F	-0.2%	-24%	-4%	0.8%	10%	12%	-2.1	51	-2.7%	29%
CCC(C)(C)NC(=O)C(c1cccc(OC)c1)N(C(=O)c1ccn[nH]1)c1cccc(OC)c1 (stereo not drawn)	-0.2%	1%	-18%	-0.3%	-1%	5%	-0.2	57	-1.8%	-4%
COc1ccc(NC(=O)CSc2nc3ccccc3c(=O)n2C)cc1	0.2%	4%	0%	0.3%	0%	16%	0.4	54	-6.2%	-29%[20 µM]
Cn1nc(CC(=O)NCc2ccc(F)cc2)c2ccccc2c1=O	-0.2%	13%	-12%	-0.8%	3%	9%	1.7	38	-0.3%	-8%
CC(C)[C@@H](C(=O)N1CCNCC1)n1cc(CCO)nn1	-0.1%	-18%	21%	1.2%	0%	11%	-0.5	76	-4.8%	-4%
COc1ccccc1-c1nnc(SCC(=O)N2CCOCC2)o1	0.3%	-25%	-1%	5.6%	7%	-2%	0.8	57	-3.2%	16%
CN(C)C(=O)c1ccc(=O)n(Cc2ccc(Cl)cc2Cl)c1	0.2%	-10%	3%	0.2%	11%	7%	-1.0	81	0.4%	-14%
O=C(NCCS(=O)(=O)c1ccc(Br)cc1)c1ccccc1	-0.1%	-4%	-1%	1.5%[50 µM]	4%	6%	0.9	75	1.6%	-11%
CCC(CC)NC(=O)c1n[nH]c(=O)c2ccccc12	1.6%	13%	0%	-0.1%	-5%	-2%	-1.0	68	-3.1%	-12%
CCOC(=O)Cn1nc(NC(=O)COc2ccc(F)cc2)cc1C	-0.2%	-36%	2%	1.6%[50 µM]	8%	2%	-0.7	58	4.2%	-23%
O=[N+]([O-])c1ccc(Cl)c(/C=N/N2CCN(Cc3ccc(Cl)cc3)CC2)c1	-0.1%	-1%	-1%	0.7%	7%	3%	4.7	91	-6.7%	-24%
COC(=O)C1=C(C)Nc2c(c(=O)n(C)c(=O)n2C)C1c1ccc(C)cc1 (stereo not drawn)	0.5%	-28%	-11%	-0.2%	-2%	8%	2.2	50	0.8%	-8%
CCOc1ccc(N2C(=O)CC(C(C)c3ccccc3)C2=O)cc1 (stereo not drawn)	0.0%	-28%	5%	0.4%	6%	7%	1.8	59	-1.9%	-14%[20 µM]
O=C(N/N=C\c1ccc[nH]1)c1cncc(Br)c1	-0.2%	-27%	-20%	0.0%	16%	-8%	0.0	69	1.8%	11%
Cc1ccc(-c2nn(-c3ccccc3)c3[nH]c(=O)c(CNCc4ccccc4)cc23)cc1	0.0%	-13%	8%	i	11%	4%	6.1	52	0.4%	-15%

One compound at a time, from the list above. Values in the order: GPR55 beta-arrestin | NOD1 NF-kB reporter | GPR35 antagonists | K1F lysis inhibition | GPR55 antagonists | MgcRacGAP inhibition | NTR1 agonist | NTR1 agonist cell count 20 µM | KOR beta-arrestin-1 | KOR beta-arrestin-2
`Cc1ccc(-c2csc3nc(SCC(=O)Nc4ccc(Cl)c(C(=O)O)c4)[nH]c(=O)c23)cc1` is listed as -0.2% | 26% | -3% | -0.5% | -2% | -27% | -1.0 | 59 | 15% | -24%
`Cc1nn(C(C)C(=O)N2CCCCC2)c(=O)c2c1sc1ccccc12` (stereo not drawn) is listed as 0.9% | 29% | 9% | 0.4% | -10% | 17% | 0.6 | 38 | 7.2% | 8%

Assay outcomes (PubChem BioAssay)
